Source: PubChem
pPAFAH FP inh = inhibitors of human plasma PAF acetylhydrolase (pPAFAH); AID 463082; Q13093; actives 1.5% (n = 330,000); inhibition, % at 3.39 µM; recombinant pPAFAH, FP-rhodamine probe fluorescence polarization;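 active = inhibition above the mean inhibition across the screen plus 3 SD, cut at about 25% in these data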;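 also: inhibitors block binding of the rhodamine activity-based probe so polarization drops; 0% = enzyme with DMSO and 100% = wells lacking pPAFAH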
Target sequence (Q13093 whole entry, looked up): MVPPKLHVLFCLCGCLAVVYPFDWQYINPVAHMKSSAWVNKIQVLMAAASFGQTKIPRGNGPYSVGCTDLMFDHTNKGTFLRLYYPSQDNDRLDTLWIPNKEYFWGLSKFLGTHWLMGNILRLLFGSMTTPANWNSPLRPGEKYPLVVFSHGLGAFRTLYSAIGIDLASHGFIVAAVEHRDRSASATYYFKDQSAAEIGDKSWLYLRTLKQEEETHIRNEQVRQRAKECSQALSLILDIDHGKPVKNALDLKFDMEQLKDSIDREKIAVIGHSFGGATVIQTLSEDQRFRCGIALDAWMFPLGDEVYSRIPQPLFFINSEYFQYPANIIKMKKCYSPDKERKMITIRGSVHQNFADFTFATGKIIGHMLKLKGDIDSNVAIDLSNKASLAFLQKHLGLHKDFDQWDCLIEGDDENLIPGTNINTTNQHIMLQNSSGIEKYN
PAFAH2 FP inh = PAFAH2 (human) inhibition | Q99487 | recombinant PAFAH2, FP-rhodamine activity probe, fluorescence polarization | inhibition, % at 3.39 µM | actives 0.99% (n = 340,000);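 active = inhibition above the mean over all tested compounds plus 3 SD, cut at about 30% in these data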;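 also: inhibitors block probe labeling of enzyme so polarization drops; 0% = enzyme with DMSO and 100% = wells lacking PAFAH2 protein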
LYPLA2 inh = counter-screen for PME1 inhibitors: inhibitors of human LYPLA2; recombinant LYPLA2, FP-Rh probe fluorescence polarization; inhibition, % at 5.9 µM; actives 0.38% (n = 320,000);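 active = inhibition above the screen-wide mean plus 3 SD, limit set per campaign, cut at about 26% in these data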;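 also: 0% = LYPLA2 with DMSO and 100% = wells lacking LYPLA2 enzyme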
PAFAH1B2 inh = blocks human PAF acetylhydrolase 1b catalytic subunit 2 | actives 1.2% (n = 340,000) | inhibition, % at 3.39 µM | recombinant PAFAH1B2, FP-rhodamine activity probe, fluorescence polarization | P68402;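 active = inhibition above the mean of all tested compounds plus 3 SD, cut at about 24% in these data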;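 also: 0% = enzyme with DMSO and 100% = wells lacking PAFAH1B2; many of its hits are not listed in these tables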
Target sequence (P68402 whole entry, looked up): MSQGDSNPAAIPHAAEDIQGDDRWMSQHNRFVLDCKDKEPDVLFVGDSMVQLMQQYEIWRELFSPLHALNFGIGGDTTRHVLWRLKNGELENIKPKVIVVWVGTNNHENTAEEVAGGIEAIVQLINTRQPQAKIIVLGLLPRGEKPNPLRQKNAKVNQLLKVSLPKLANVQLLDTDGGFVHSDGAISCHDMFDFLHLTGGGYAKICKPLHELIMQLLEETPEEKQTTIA
PREPL inhibitor = human PREPL enzyme inhibition | inhibition, % at 5.96 µM | actives 0.68% (n = 320,000) | AID 2751 | recombinant PREPL, fluorescence polarization activity-based probe | Q4J6C6; in the data active = inhibition above about 43%;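 also: 0% = enzyme with DMSO and 100% = wells lacking enzyme; many of its hits are not listed in these tables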
LYPLA1 counter = blocks human lysophospholipase 1, a PME1 counter-screen. O75608. recombinant LYPLA1, FP-Rh probe fluorescence polarization. inhibition, % at 5.9 µM. actives 0.16% (n = 320,000);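 active = inhibition above the mean of all tested compounds plus 3 SD, set per campaign, cut at about 14% in these data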;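 also: inhibitors block serine hydrolase probe labeling of LYPLA1 so polarization falls; 0% = enzyme with DMSO and 100% = wells lacking LYPLA1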
PAFAH1B3 inh = inhibitors of human PAFAH1B3; Q15102; recombinant PAFAH1B3, FP-rhodamine probe, fluorescence polarization; inhibition, % at 3.39 µM; actives 0.28% (n = 340,000);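 active = inhibition above the screen-wide average of all tested compounds plus 3 SD, cut at about 25% in these data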;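 also: 0% = enzyme with DMSO only and 100% = wells lacking PAFAH1B3 protein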
Target sequence (Q15102 whole entry, looked up): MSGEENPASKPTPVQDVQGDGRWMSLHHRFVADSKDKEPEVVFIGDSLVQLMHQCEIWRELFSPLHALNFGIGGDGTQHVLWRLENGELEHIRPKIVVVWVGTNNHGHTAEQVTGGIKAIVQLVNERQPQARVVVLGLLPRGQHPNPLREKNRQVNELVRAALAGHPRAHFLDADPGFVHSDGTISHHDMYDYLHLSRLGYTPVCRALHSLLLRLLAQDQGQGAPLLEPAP
GSTO1 counter = GSTO1 inhibition, counter-screen for RBBP9 inhibitors | P78417 | recombinant GSTO1, activity-based probe fluorescence polarization | inhibition, % at 5.96 µM | actives 1.1% (n = 300,000);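 active = inhibition above the campaign mean inhibition plus 3 SD, cut at about 35% in these data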;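 also: 0% = GSTO1-1 with DMSO and 100% = wells lacking GSTO1-1 enzyme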
PAD4 inh = blocks human protein arginine deiminase 4. Q9UM07. recombinant PAD4, RCA probe fluorescence polarization. inhibition, % at 6.36 µM. actives 0.41% (n = 330,000);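 active = percent inhibition above a cutoff equal to the mean of all tested compounds plus 3 SD, cut at about 15% in these data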;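 also: 0% = PAD4 with RCA probe and DMSO and 100% = probe without PAD4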
Numbers without * were called inactive; . = no result given.

cpd	SMILES	pPAFAH FP inh	PAFAH2 FP inh	LYPLA2 inh	PAFAH1B2 inh	PREPL inhibitor	LYPLA1 counter	PAFAH1B3 inh	GSTO1 counter	PAD4 inh
1	Cc1c(C(=O)N2CCN(c3ccc(F)cc3)CC2)sc2ncnc(N3CCN(c4ccccn4)CC3)c12	-2.0	-6.4	-0.1	3.4	12.0	2.9	0.1	-2.6	2.4
2	COc1ccccc1C1OC2=C(Nc3ccc([N+](=O)[O-])cc3N2)C1=O (centres undefined)	1.9	9.7	-3.8	2.9	6.3	-4.0	5.7	14.5	-9.0
3	CCc1ccc(N(CC(=O)NC2CCCC2)S(=O)(=O)c2c(C)noc2C)cc1	-2.7	-1.2	4.2	4.2	-8.1	-2.5	9.1	7.1	3.1
4	CCN(CC)CCSc1nc(O)c(Cc2ccccc2)c(=O)n1-c1ccccc1	7.4	0.9	9.9	2.4	-4.3	2.6	6.1	9.7	-2.8
5	S=C(NC1CCCCC1)NN1CCOCC1	2.6	2.2	0.2	9.7	-7.3	-3.1	7.9	-0.1	0.9
6	N#CC1=C(N)OC2=C(C(=O)CCC2)C1c1ccc2c(c1)OCO2 (centres undefined)	2.8	-4.5	-3.1	1.1	-7.7	-1.2	4.0	3.7	-4.5
7	CCCCCCCCNC(=O)/C(C#N)=C/c1ccccc1[N+](=O)[O-]	6.5	-8.3	16.7	12.0	7.0	1.9	10.2	-0.9	1.6
8	O=C(CS(=O)(=O)c1cccc(Cl)c1)Nc1ccccc1Cl	-3.8	-0.9	-2.6	3.4	-2.8	-1.8	10.6	4.9	-3.4
9	CS(=O)(=O)N1CCN=C1SCc1ccc(Br)cc1	-0.7	3.3	7.5	10.3	1.8	-1.3	5.2	0.1	1.4
10	CCN1/C(=C/C(C)=O)Sc2ccc(OC)cc21	-0.2	1.3	0.6	7.1	-6.8	-2.2	2.3	1.7	-1.8
11	C=CC[C@]12CCc3ccccc3C1N(c1ccc(C(=O)OCC)cc1)C2=O (some centres undefined)	1.9	-13.0	-4.6	6.1	2.5	-3.9	-0.6	.	-6.2
12	CC(Sc1ccccc1)C(=O)Nc1ccc(S(=O)(=O)N2CCOCC2)cc1 (centres undefined)	0.8	-3.0	-0.5	4.3	-3.1	-2.0	6.5	3.1	1.2

An excerpt from above in order of heavy-atom count, ascending.
cpd	SMILES	pPAFAH FP inh	PAFAH2 FP inh	LYPLA2 inh	PAFAH1B2 inh	PREPL inhibitor	LYPLA1 counter	PAFAH1B3 inh	GSTO1 counter	PAD4 inh
6	N#CC1=C(N)OC2=C(C(=O)CCC2)C1c1ccc2c(c1)OCO2 (centres undefined)	2.8	-4.5	-3.1	1.1	-7.7	-1.2	4.0	3.7	-4.5
2	COc1ccccc1C1OC2=C(Nc3ccc([N+](=O)[O-])cc3N2)C1=O (centres undefined)	1.9	9.7	-3.8	2.9	6.3	-4.0	5.7	14.5	-9.0
3	CCc1ccc(N(CC(=O)NC2CCCC2)S(=O)(=O)c2c(C)noc2C)cc1	-2.7	-1.2	4.2	4.2	-8.1	-2.5	9.1	7.1	3.1

(listing goes on)
cpd	SMILES	pPAFAH FP inh	PAFAH2 FP inh	LYPLA2 inh	PAFAH1B2 inh	PREPL inhibitor	LYPLA1 counter	PAFAH1B3 inh	GSTO1 counter	PAD4 inh
13	CC(NC(=O)CN1CCN(CC(=O)Nc2ccccc2Cl)CC1)c1ccc(Br)cc1 (centres undefined)	5.7	-0.9	6.0	14.2	1.0	-0.3	0.1	.	-1.0
14	COc1ccccc1CNC(=O)c1nn(C)c2c1CS(=O)(=O)c1ccccc1-2	10.7	11.2	12.2	9.1	-6.7	5.7	4.4	-8.1	2.7
15	Cc1cc(NC(=O)CSc2nncc(=O)n2N)no1	6.8	6.3	8.3	1.2	3.1	-0.3	-2.7	7.7	1.6
16	CC1CCCCC1n1c(-c2cccnc2)n[nH]c1=S (centres undefined)	-4.9	-6.5	-0.2	10.0	-7.0	0.6	-1.1	-2.8	1.5
17	CCOC(=O)C1(CC2CCCCO2)CCN(Cc2nccn2-c2ccc(OC)cc2)CC1 (centres undefined)	4.1	8.4	-3.4	3.1	6.6	0.7	2.1	9.4	-0.1
18	COc1cccc(-c2nnc(NC(=O)c3cccc(F)c3)o2)c1	-2.4	-2.4	3.0	4.1	8.1	3.8	2.8	-23.0	-7.3
19	O=C(COc1ccc2ccc(=O)oc2c1)NC(Cc1ccc(Cl)cc1)C(=O)O (centres undefined)	4.8	-0.2	4.9	5.8	15.4	-0.9	3.6	-7.8	-9.9
20	COc1ccc(OC)c(NC(=O)c2ccccc2NC(=O)c2ccco2)c1	7.7	-0.4	-9.2	5.1	-0.2	-1.9	8.3	5.9	-0.3
21	CCOC(=O)C1CCN(C(=O)Cc2ccccc2OC)CC1	-4.4	2.5	-8.7	3.0	16.1	-3.0	5.2	-0.1	2.3
22	C=CCNc1nc(Nc2cc(Cl)ccc2OC)nc(OC)n1	-3.2	-1.4	1.4	-2.3	4.7	-2.7	11.7	2.6	2.5
23	COc1ccccc1C(CNC(=O)CNC(=O)c1ccccc1Cl)N1CCCC1 (centres undefined)	-2.5	-3.9	3.3	-1.3	6.1	-0.7	2.8	.	-8.7
24	Cc1ccccc1-n1cc(CNCc2c(C(=O)N(C)C)nc3ccc(Cl)cn23)cn1	1.0	-0.5	1.3	7.8	3.2	0.5	6.0	-3.7	-5.6

Other results:
cpd	SMILES	pPAFAH FP inh	PAFAH2 FP inh	LYPLA2 inh	PAFAH1B2 inh	PREPL inhibitor	LYPLA1 counter	PAFAH1B3 inh	GSTO1 counter	PAD4 inh
25	CC(C)CCNC(=O)c1cccnc1Sc1ccccc1	0.3	-7.6	6.9	4.5	0.2	3.6	-1.4	5.7	0.3
26	O=C(Nc1ccc(Cl)cc1Cl)Nn1cnnc1	1.4	8.5	5.3	3.2	-1.8	1.4	1.0	-4.1	0.6
27	CCOC(=O)c1ccc(S(=O)(=O)N2CCN(C(=O)CSc3nc4ccccc4o3)CC2)cc1	2.3	-6.2	7.2	5.7	-11.5	-3.4	4.0	-1.0	3.4
28	O=[N+]([O-])c1ccc(-c2cnc3ccccc3n2)cc1	5.7	-4.9	4.0	1.5	13.0	0.7	7.9	4.5	0.8
29	CCCOc1ccc(C2NC(=S)NC(C)=C2C(=O)c2ccccc2)cc1OC (centres undefined)	3.3	1.2	-4.6	0.2	0.7	-1.2	-8.6	-5.0	-2.2
30	COc1ccc(OC)c(-c2csc(NC(=O)CSc3ccc([N+](=O)[O-])cc3)n2)c1	7.1	3.4	-28.9	3.0	6.6	-35.0	-0.9	-13.2	2.8
31	CCS(=O)(=O)N1Cc2ccccc2CC1C(=O)N(C)Cc1ccc(OC)c(F)c1 (centres undefined)	4.2	-3.9	-2.3	-3.7	-2.3	-2.3	1.3	14.1	-2.8
32	COc1cnc(-c2ccccn2)nc1NC(C)C	0.7	3.5	-2.6	4.2	-1.6	-1.2	0.3	3.5	-2.6
33	CCN(c1ccccc1)S(=O)(=O)c1cccc(C(=O)NCc2ccccc2CN2CCOCC2)c1	3.4	6.8	2.6	1.3	20.8	-2.5	9.7	.	-8.3
34	Cc1ccc(S(=O)(=O)Nc2cccc3c2CCCC3)cc1	3.4	-4.1	-2.8	3.4	-4.0	0.6	7.3	0.6	1.9
35	O=C(OCC(=O)N1CCc2ccccc21)c1n[nH]c(=O)c2ccccc12	1.5	11.2	11.4	-0.4	-3.0	2.1	1.9	.	-3.3
36	Cc1c(O)ccc2c(CN3CCN(Cc4ccccc4)CC3)cc(=O)oc12	1.7	5.8	1.5	-0.6	3.0	0.1	6.9	2.0	-3.5

Later entries:
cpd	SMILES	pPAFAH FP inh	PAFAH2 FP inh	LYPLA2 inh	PAFAH1B2 inh	PREPL inhibitor	LYPLA1 counter	PAFAH1B3 inh	GSTO1 counter	PAD4 inh
37	COc1cc(OC)cc(-c2c(C#Cc3ccsc3)c3cc(-c4ccc5cc[nH]c5c4)ccc3n2C)c1	-3.7	-6.0	-9.4	1.3	14.1	-5.6	9.2	.	-4.2
38	S=c1nc2ccccc2c2nc(-c3ccccc3Cl)[nH]n12	-9.5	13.8	-12.5	8.3	-0.2	-4.3	10.4	-31.9	7.2
39	COc1ccc(CCNCC(O)Cn2ccc3ccccc32)cc1OC (centres undefined)	-6.6	5.8	0.0	3.1	-2.7	0.4	9.3	0.5	-2.2
40	OC(COc1cccc2ccccc12)CN1CCN(c2ccc(Cl)cc2)CC1 (centres undefined)	5.8	-1.2	1.4	-1.2	25.8	-1.9	2.4	1.8	-1.9
41	CCOc1ccccc1N(CC(=O)NC1CCCCC1)C(=O)CNC(=O)c1ccco1	1.5	-3.1	1.4	0.0	5.6	-7.9	4.0	6.7	-3.9
42	CCOC(=O)c1sc(NC(=O)/C=C/c2cnn(C)c2C)c(C(=O)OC(C)C)c1C	-2.2	-5.6	-0.6	-0.4	0.9	-8.6	3.9	5.7	0.8
43	COc1ccc(CCN2C(=O)C3C(C2=O)C2C=CC3C23CC3)cc1OC (centres undefined)	-0.1	-2.8	0.9	2.1	-1.8	-0.7	-1.7	4.5	-2.8
44	O=C(Cc1ncc(C(F)(F)F)cc1Cl)N1CCN(c2cccc(Cl)c2)CC1	-3.5	2.5	-6.1	2.8	-4.2	-2.7	6.8	-0.8	-4.6
45	Cc1ccc(-c2ccccc2)n1-c1cccc(C(=O)O)c1	14.5	2.8	7.8	17.2	13.6	3.7	15.0	11.7	-0.6
46	CCOc1ccc(C(C)=O)cc1COc1ccc(-c2nnco2)cc1	5.7	1.3	4.1	-4.0	-12.0	-3.4	1.7	0.1	0.1
47	Cc1ccc(F)cc1NCC(=O)Nc1ccc(Br)cc1	2.5	-14.3	1.8	-1.4	-2.1	-3.7	1.5	-1.6	-5.8
48	Cc1cc(C)n(-c2n[nH]c(=O)c3ccccc23)n1	3.4	6.9	2.1	3.0	0.3	-2.2	10.6	1.7	-1.8

(listing goes on)
cpd	SMILES	pPAFAH FP inh	PAFAH2 FP inh	LYPLA2 inh	PAFAH1B2 inh	PREPL inhibitor	LYPLA1 counter	PAFAH1B3 inh	GSTO1 counter	PAD4 inh
49	CCOC(=O)CCN(c1ccccc1)S(=O)(=O)c1ccc(-c2ccc(=O)[nH]n2)s1	2.4	3.9	-0.3	7.5	-9.5	-2.1	16.5	4.1	-5.8
50	O=C(CNC(=O)c1ccco1)OCc1ccccc1Cl	-2.6	17.9	.	5.4	-3.9	.	7.5	.	-3.4
51	N#Cc1ccc(Oc2ccc(S(=O)(=O)N3CCOCC3)cn2)cc1	1.5	-4.8	0.3	1.7	12.6	0.8	4.7	6.7	4.1
52	COc1ccc(OCCCC(=O)Nc2cc(S(=O)(=O)N3CCCCC3)ccc2C)cc1	0.4	4.0	-1.1	3.0	14.6	-1.4	-1.2	.	1.4
53	Cc1ccc(CCNC(=O)CN(C)S(=O)(=O)c2ccc3c(c2)c(=O)n(C)c(=O)n3C)cc1	-2.6	-5.6	-4.9	3.8	3.2	-2.0	-2.6	-3.9	1.1
54	CN(Cc1nccn1C)C(=O)CCc1nnc(CCC2CCCCC2)o1	0.2	-1.1	1.2	1.1	7.6	1.1	-2.2	-1.2	-1.5
55	C=CCc1cccc(/C=N/NC(=O)C(=O)Nc2ccc(C)cc2)c1O	20.2	.	-5.0	.	8.4	-1.0	.	5.9	1.9

Some of the compounds tested; count on the stated rates, not on these rows.
